D2 antag = D2 dopamine receptor (human) antagonism | HEK293 TREx D2 cells, calcium flux, dopamine EC80 | AID 485344 | P14416 | inhibition, % at 10 µM | 2% of 340,000 active; in the data active = inhibition above about 30%; note: 0% is about no effect
Target sequence (P14416 whole entry, looked up): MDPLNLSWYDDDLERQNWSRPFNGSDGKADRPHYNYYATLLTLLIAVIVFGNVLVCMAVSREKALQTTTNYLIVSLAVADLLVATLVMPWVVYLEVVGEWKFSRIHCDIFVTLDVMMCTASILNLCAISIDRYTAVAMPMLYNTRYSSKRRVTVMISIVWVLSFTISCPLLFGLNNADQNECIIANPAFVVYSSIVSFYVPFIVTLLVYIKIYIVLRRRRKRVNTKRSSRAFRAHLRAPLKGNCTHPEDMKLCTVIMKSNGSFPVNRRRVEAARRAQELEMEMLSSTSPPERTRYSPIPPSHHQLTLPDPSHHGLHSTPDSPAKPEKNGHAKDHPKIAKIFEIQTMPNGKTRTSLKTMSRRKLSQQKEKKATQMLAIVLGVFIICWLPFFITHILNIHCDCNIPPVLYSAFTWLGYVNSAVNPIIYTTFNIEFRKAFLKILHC
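Cells plated overnight at 30 C with tetracycline; no-wash calcium dye, 30–90 min RT; 10 s baseline; compound pinned; 180 s read; EC80 dopamine added; another 180 s read.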
D1 antag = human D1 dopamine receptor antagonism | P21728 | HEK293 TREx D1 cells, calcium flux, dopamine EC80; active compounds read low | activity change, negative = inhibition, % at 10 µM | 3.2% of 360,000 active | AID 504652; in the data active = activity change below about -30%; note: % is set by controls: 0 for no effect and ±100 for the full control effect
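Tetracycline-induced HEK293 T-REx cells with force-coupled D1 receptor were loaded with a no-wash calcium dye. Compound was added after a 10 s baseline and read kinetically for 180 s; EC80 dopamine was then added and calcium flux followed another 180 s.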
D2 agonist = activates the human D2 dopamine receptor; P14416; HEK293 T-REx D2 cells, calcium flux agonist mode; activation, % at 2 µM; 0.53% of 340,000 active;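 active = activation over 3 SD above normal in the single-dose calcium agonist read, cut at about 30% in these data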; note: 0% is about no effect
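Agonism scored from kinetic calcium signal (1 read/sec, 180 s) following compound pin transfer, after a 10 s baseline. Cells: HEK293 Trex line expressing inducible D2 receptor coupled to calcium, dye-loaded after overnight culture at 30 C.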
TRHR enhancer = TRH receptor (human) allosteric enhancement. TRHR cells, fluo-8 calcium fluorescence, EC20 TRH enhancement. enhancement, % at 2 µM. 0.66% of 360,000 active; in the data active = enhancement above about 30%; note: 0% is about no effect
Target sequence (P34981 whole entry, looked up): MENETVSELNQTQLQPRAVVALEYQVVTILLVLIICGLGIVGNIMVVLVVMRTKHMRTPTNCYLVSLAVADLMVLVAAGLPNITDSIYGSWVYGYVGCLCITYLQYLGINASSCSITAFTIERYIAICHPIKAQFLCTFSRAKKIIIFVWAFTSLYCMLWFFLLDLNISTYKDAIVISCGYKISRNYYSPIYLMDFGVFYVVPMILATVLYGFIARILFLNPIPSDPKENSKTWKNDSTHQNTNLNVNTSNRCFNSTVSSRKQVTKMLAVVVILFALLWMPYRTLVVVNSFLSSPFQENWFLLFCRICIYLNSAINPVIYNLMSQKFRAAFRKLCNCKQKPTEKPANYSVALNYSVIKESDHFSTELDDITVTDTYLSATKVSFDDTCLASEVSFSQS
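TRHR-expressing cells loaded with fluo-8 calcium dye were read kinetically (ex 480/em 530) during compound addition, then stimulated with an EC20 of TRH (10 nM final). Enhancement of the Gq-mediated intracellular calcium response was scored.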
D2 potentiator = D2 dopamine receptor (human) potentiation; P14416; HEK293 T-REx D2, calcium flux, EC20 dopamine potentiation; potentiation, % at 10 µM; 0.34% of 340,000 active;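 active = potentiation over 3 SD above the plate norm, cut at about 30% in these data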; note: 0% is about no effect
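Tetracycline-induced Hek293 Trex D2 cells, force-coupled to calcium, loaded with no-wash calcium dye. Compound added with 180 s kinetic read for agonism, then EC20 dopamine and a further 180 s read for potentiation.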
RXFP1 antagonist = RXFP1 (human) relaxin receptor antagonism; activity change, negative = inhibition, % at 57.5 µM; 0.59% of 350,000 active; AID 1259400; Q9HBX9; HEK293-RXFP1, relaxin-stimulated cAMP HTRF, 30 min; active compounds read low;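 active = activity change of -60% or lower, but not beyond a set lower limit; inconclusive = change between -60% and -40%, or beyond the set limit; inactive = change above -40%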; note: % is set by controls: 0 for no effect and ±100 for the full control effect
D1 PAM = potentiators of human D1 dopamine receptor. potentiation, % at 10 µM. HEK293 TREx D1 cells, calcium flux, dopamine EC20 potentiation. P21728. 0.036% of 360,000 active; in the data active = potentiation above about 30%; note: 0% is about no effect
TRHR ag = activates the human TRH receptor; activation, % at 2 µM; 0.18% of 360,000 active; TRHR cells, calcium flux fluo-8, FDSS agonist mode; P34981; note: 0% is about no effect
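Steps: seed TRHR cells overnight; add fluo-8 no-wash Ca dye, RT 30 min–1.5 h; record 10 s baseline; pin-transfer compounds; monitor fluorescence 1 cycle/s for the agonist window. Calcium increases flag candidate agonists.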
D1 agonist = agonists of human D1 dopamine receptor; HEK293 T-REx D1 cells, calcium flux, agonist mode; P21728; 1% of 360,000 active; activation, % at 2 µM; AID 504660; note: 0% is about no effect
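Tetracycline-induced HEK293 TREx D1 cells, force-coupled to calcium signalling, were dye-loaded with a no-wash calcium kit. Compound was pin-added after a 10 s baseline. Fluorescence was read kinetically at 1 cycle/s for 180 s, with calcium rises flagged as agonism.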
Numbers without * were called inactive; ? = inconclusive; . = no result given. Cut-off read from the data, not from the text of the source, unless noted: active = activation above about 30%; inactive = the rest.

The line under a structure holds: D2 antag	D1 antag	D2 agonist	TRHR enhancer	D2 potentiator	RXFP1 antagonist	D1 PAM	TRHR ag	D1 agonist
1: CCn1cc(Cl)c(C(=O)Nc2cccc(CN3CCOCC3)c2)n1
  .	-28	.	-7	.	-7	-5	1.0	5
2: Cc1ccc(OCCCC(=O)NCc2ccco2)cc1
  -8	3	0.0	-3	3	-3	-6	-0.8	2
3: COc1ccc2[nH]c(=O)c(CN(C)C(=O)COc3ccccc3)cc2c1
  -1	1	-0.8	2	2	6	4	-0.3	1
4: CCOC(=O)N1CCN(C(=O)COc2cc(=O)n(C)c3ccccc23)CC1
  -25	6	4.0	-4	.	8	-7	0.2	5
5: CC(=O)N1c2ccc(S(=O)(=O)NCCC(=O)NCCc3ccc(Cl)cc3)cc2CC1C (stereo not drawn)
  .	-1	.	8	.	-3	-6	-0.3	3
6: CN(C)c1cc[n+](CC(=O)Nc2ccccc2C(F)(F)F)cc1
  3	5	0.2	4	8	5	-8	0.7	1
7: COc1ccc(-c2ccnc3ncnn23)cc1
  -2	5	-0.1	0	-25	-12	-1	-0.5	0
8: O=C(NC1CCCCC1)C(c1cccs1)N(C(=O)Cc1c[nH]c2ccccc12)c1ccc(F)cc1 (stereo not drawn)
  -2	8	0.4	0	0	-10	4	0.3	3
9: CCOc1ccccc1NC(=O)Nc1ccc(Cl)cc1
  19	0	-2.8	1	-22	-9	-2	0.3	15
10: COc1ccc(Cn2c(CO)cnc2SCc2ccc(C)cc2)cc1
  .	-10	0.0	-2	-2	-39	-5	0.2	16
11: CN(CC(=O)Nc1cccc(F)c1)C(=O)C1CCN(S(=O)(=O)c2ccc3c(c2)OCCO3)CC1
  1	-11	-0.4	-2	0	-3	-6	0.0	1
12: Clc1ccccc1CSc1nncn2c1cc1occc12
  .	6	.	-11	-6	-35	0	0.4	0
13: Fc1ccc(-c2nc3c(-c4ccc(F)cc4)cnn3cc2CCN2CCOCC2)cc1
  -1	4	-0.6	15	17	11	-1	-0.7	-1
14: O=C1CCCC(=NCc2ccco2)C1
  -1	5	1.4	-1	7	-20	-5	0.4	4
15: O=C(O)c1cc(/C=C/c2ccc(N3CCOCC3)cc2)nc2ccccc12
  -8	-2	0.2	2	5	17	3	1.0	4
16: NS(=O)(=O)c1ccc(CCNC(=O)c2cc(-c3ccccc3)nc3ccccc23)cc1
  -8	-7	-0.5	6	-22	-12	-2	0.3	1
17: CN(C)C(=O)c1cc(C(=O)c2c(F)cccc2F)c[nH]1
  3	4	-0.4	0	12	-16	-7	-1.5	3
18: COc1ccc(/C=C/C(=O)OCC(=O)c2ccc[nH]2)cc1
  38*	1	-0.5	-3	-12	0	2	-0.6	2
19: CC(=O)N1CCN(C(=O)COC(=O)CNC(=O)c2ccc(C)cc2)CC1
  -5	-7	0.5	4	-2	0	8	-0.6	2
20: O=C(CN1CCN(CC(=O)Nc2ccc3c(c2)OCO3)CC1)Nc1ccc(F)cc1
  13	26	0.0	1	1	-9	-3	-1.0	0
21: Cc1ccc(C(=O)n2nc(C)c(S(=O)(=O)N3CCOCC3)c2C)cc1
  .	9	1.3	1	7	.	0	0.3	-2
22: Cc1nnnn1/C(=C\c1ccccc1)C(=O)OCC(=O)NC1CCCCC1
  -5	-18	1.5	3	2	-39	-5	0.6	9
23: COc1ccc2nc(Nc3nc(C)c(C(C)=O)s3)sc2c1
  8	-1	-0.5	6	-12	-70*	5	-0.7	-1
24: OCCNC(=S)Nc1ccc(Oc2ccccc2)cc1
  -7	17	-1.2	3	10	-1	-8	-1.1	4
25: CCOC(=O)N/N=C(\C)c1ccc(C)o1
  -7	-1	2.1	3	0	1	4	-0.3	0
26: COC(=O)CCc1nc2ccccc2nc1OC
  -13	-2	0.4	9	-7	-5	-6	0.7	2
27: COc1ccc(Cl)cc1NC(=O)N1CCN(S(C)(=O)=O)CC1
  -15	-7	-0.3	9	5	-6	-8	0.1	1
28: COC(=O)C(C)(C)ONC(=O)Nc1ccccc1
  -6	-8	-0.9	10	0	0	-4	-0.5	0
29: CCOc1ccccc1-c1nc(-c2ccncc2)no1
  .	-26	.	1	.	-5	-6	-0.4	1
30: COc1ccc2sc(N(CCN(C)C)C(=O)/C=C/c3cccs3)nc2c1
  36*	-16	0.0	6	-23	2	-4	0.5	3
31: COCCCN(C(=O)c1ccc2ccccc2n1)c1c(N)n(Cc2ccccc2)c(=O)[nH]c1=O
  12	-20	-0.1	1	1	3	-10	0.6	3
32: COc1ccc(-c2nn(-c3ccccc3)cc2C(=O)NC2CCCCC2C)cc1 (stereo not drawn)
  7	9	-0.2	7	3	-27	0	0.0	3
33: CSCCC(NC(=O)c1ccccc1)C(=O)NCCc1ccc2c(c1)OCCO2 (stereo not drawn)
  66*	4	0.0	-6	-10	-9	-6	-0.3	3
34: O=C(NNC(=S)NC(=O)c1sc2ccccc2c1Cl)c1ccc(Cl)cc1
  .	-38*	.	-3	-4	-21	-5	1.1	141*
35: O=C(CC(c1ccccc1)c1cc(Cl)ccc1O)NCCCN1CCOCC1 (stereo not drawn)
  -11	-16	0.1	3	-7	-16	21	1.5	5
36: COc1cc2c(cc1OC)C(c1ccc(Cl)cc1)CC(=O)N2 (stereo not drawn)
  15	2	-0.2	7	1	-5	-3	2.1	0
37: CCOc1ccc(C(=O)N(CC)CC(=O)Nc2ccc3c(c2)OCCO3)cc1
  14	-8	0.6	3	-13	-4	-10	-0.3	0
38: Cc1ccc(-c2noc(C3CCCN(C(=O)c4ccc(Cl)cc4)C3)n2)o1 (stereo not drawn)
  15	7	-0.6	-5	-27	-10	-8	0.2	5
39: CC(=O)c1ccc(-n2nncc2C(C)(C)C)cc1
  -1	15	1.1	2	7	-8	-3	2.3	0
40: N#CCn1cnc2sc(-c3ccccc3)cc2c1=O
  2	.	0.0	0	0	-36	-5	0.4	1
41: Cc1ccc(SCCNC(=O)c2cccc([N+](=O)[O-])c2C)cc1
  -15	-28	0.2	5	6	-5	1	0.3	10
42: Nc1nonc1-n1nnc(C(=O)N/N=C/c2cccs2)c1-c1ccc2c(c1)OCO2
  7	25	20	14	18	-28	5	6.2	102*
43: COc1ccc2cc(C(=O)Nc3ccccc3)sc(=O)c2c1OC
  12	-3	-0.7	-2	-12	-19	-8	0.6	0
44: Cc1cc(NC(=O)Cn2c(=O)oc3ccccc32)no1
  33*	5	0.4	20	4	4	-7	0.0	0
45: CCOC(=O)Cc1csc(NC(=O)c2cc(-c3ccncc3)nc3ccccc23)n1
  0	14	0.0	8	-17	-2	10	-1.0	1
46: COC(=O)N/N=C/c1cc(Cl)cc(Cl)c1OCc1ccccc1
  10	8	0.1	-7	-8	.	-5	0.5	5
47: CC(=O)n1cc(/C=N/NC(=O)c2ccccc2Cl)c2ccccc21
  .	3	.	3	6	5	6	-0.5	1
48: Cc1cc(NC(=O)COC(=O)C(C)Oc2ccc(Cl)cc2Cl)no1 (stereo not drawn)
  3	5	-0.3	3	-11	1	-6	0.3	1
49: Cc1ccsc1C(=O)OCc1nc2ccccc2c(=O)[nH]1
  1	.	1.1	-1	8	-10	-4	0.2	0
50: N#CCSc1nc2c(c(C3CC=CCC3)c1C#N)CCC2 (stereo not drawn)
  0	1	-0.9	-1	2	7	0	-0.7	2
51: Cc1cccc(NC(=O)CCN2C(=O)c3cccc([N+](=O)[O-])c3C2=O)c1
  1	-2	-0.5	1	1	1	-20	-0.3	0
52: N#CC1=C(N)OC2=C(CN(Cc3ccccc3)C/C2=C\c2cccnc2)C1c1cccnc1 (stereo not drawn)
  -12	-30	0.9	1	4	-5	-4	1.3	5
53: O=C(O)c1ccccc1C(=O)N1CCN(c2ccccc2)CC1
  -20	-10	0.5	-2	3	-6	-7	-1.1	5
54: O=C(N1CCCCC1)N1CCCN(C(=O)N2CCCCC2)CC1
  5	6	-0.6	6	6	2	9	1.3	2
55: COc1ccc(NC(=O)Cn2cc(C(=O)c3ccccc3)c(=O)c3cc(OC)ccc32)c(OC)c1
  .	1	-0.5	1	-23	.	-1	-0.3	-1
56: CN(C)/C=C(\C#N)C(N)=C(C#N)C#N
  -13	1	-0.7	-5	2	6	-3	1.1	1
57: CCCCn1c(N)c(N(CCOC)C(=O)c2cccc(S(=O)(=O)N(C)c3ccc(C)cc3)c2)c(=O)[nH]c1=O
  7	5	-0.4	-6	9	0	-6	0.0	2
58: CCOCCc1nnc(NC(=O)C(=O)c2cc(C)n(-c3cccc(C)c3)c2C)s1
  .	-11	0.4	-2	1	-12	0	0.3	4
59: Cc1ccc(-n2c3nc(=O)[nH]c(=O)c-3cc3cc([N+](=O)[O-])ccc32)cc1C
  -3	-2	6.7	-8	5	?	1	5.5	0

Of the compounds above, these contain an NH in an aromatic ring.
The line under a structure holds: D2 antag	D1 antag	D2 agonist	TRHR enhancer	D2 potentiator	RXFP1 antagonist	D1 PAM	TRHR ag	D1 agonist
3: COc1ccc2[nH]c(=O)c(CN(C)C(=O)COc3ccccc3)cc2c1
  -1	1	-0.8	2	2	6	4	-0.3	1
8: O=C(NC1CCCCC1)C(c1cccs1)N(C(=O)Cc1c[nH]c2ccccc12)c1ccc(F)cc1 (stereo not drawn)
  -2	8	0.4	0	0	-10	4	0.3	3
17: CN(C)C(=O)c1cc(C(=O)c2c(F)cccc2F)c[nH]1
  3	4	-0.4	0	12	-16	-7	-1.5	3
18: COc1ccc(/C=C/C(=O)OCC(=O)c2ccc[nH]2)cc1
  38*	1	-0.5	-3	-12	0	2	-0.6	2
31: COCCCN(C(=O)c1ccc2ccccc2n1)c1c(N)n(Cc2ccccc2)c(=O)[nH]c1=O
  12	-20	-0.1	1	1	3	-10	0.6	3
49: Cc1ccsc1C(=O)OCc1nc2ccccc2c(=O)[nH]1
  1	.	1.1	-1	8	-10	-4	0.2	0
57: CCCCn1c(N)c(N(CCOC)C(=O)c2cccc(S(=O)(=O)N(C)c3ccc(C)cc3)c2)c(=O)[nH]c1=O
  7	5	-0.4	-6	9	0	-6	0.0	2
59: Cc1ccc(-n2c3nc(=O)[nH]c(=O)c-3cc3cc([N+](=O)[O-])ccc32)cc1C
  -3	-2	6.7	-8	5	?	1	5.5	0

Compound activity (PubChem BioAssay)
